TbREL1 inh – TbREL1 inhibition, primary screen | inhibition, % at 9.66 µM | P86926 | TbREL1 RNA ligation, FRET fluorescence | 89,000 compounds, 0.49% hits | AID 1117264;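 active means inhibition above the mean inhibition across all screened compounds plus 3 SD, cut at about 11% in these data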;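 further: 0% = plate median of test wells and 100% = NSC42067 control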
Target sequence (P86926 whole entry, looked up): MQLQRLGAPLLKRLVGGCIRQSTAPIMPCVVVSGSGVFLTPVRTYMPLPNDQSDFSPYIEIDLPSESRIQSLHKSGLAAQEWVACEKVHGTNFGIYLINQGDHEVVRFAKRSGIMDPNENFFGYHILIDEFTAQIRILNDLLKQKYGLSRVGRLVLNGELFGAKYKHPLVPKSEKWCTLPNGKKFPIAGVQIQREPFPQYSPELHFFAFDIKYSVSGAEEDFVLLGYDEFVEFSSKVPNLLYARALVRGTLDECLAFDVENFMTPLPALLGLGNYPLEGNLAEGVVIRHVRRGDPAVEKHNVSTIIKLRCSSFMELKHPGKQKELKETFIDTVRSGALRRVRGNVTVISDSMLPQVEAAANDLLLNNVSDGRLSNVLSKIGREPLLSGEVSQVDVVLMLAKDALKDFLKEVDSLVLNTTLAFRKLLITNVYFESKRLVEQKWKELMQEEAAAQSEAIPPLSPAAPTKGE
* = called active by the depositor.

What do the screens show for `C[C@H](O)[C@@H]1C(=O)N2CCc3c([nH]c4ccccc34)[C@@H]2C[C@@H]1N(C)S(=O)(=O)c1ccccc1`?
TbREL1 inh: -3

How did COc1ccc(C2c3c(oc4ccccc4c3=O)C(=O)N2c2ccc(C)cn2)cc1OC (stereo unspecified) do in these assays?
TbREL1 inh: -4

How did COc1ccccc1CNS(=O)(=O)CCNC1CC1 do in these assays?
TbREL1 inh: 3

How did Cc1ccc(O)c(-c2cc(C(=O)Nc3ccc(S(=O)(=O)Nc4nccc(C)n4)cc3)[nH]n2)c1 do in these assays?
TbREL1 inh: -1

How did CC(C)CC1NC(=O)c2cc(Cl)ccc2-n2c1nc1ccccc1c2=O (stereo unspecified) do in these assays?
TbREL1 inh: -2

What do the screens show for `O=C(O)c1nn(-c2ccc(Cl)cc2)ccc1=O`?
TbREL1 inh: 5

What do the screens show for `Cc1cccc(NC(=S)NCc2cccn2C)c1`?
TbREL1 inh: -4

Results for O=C(CSc1nnnn1-c1ccc(O)cc1)Nc1ccc(N2CCOCC2)c(Cl)c1 ?
TbREL1 inh: -3

Results for O=C(NCC(=O)N1CCCCC1)c1ccc(Br)o1 ?
TbREL1 inh: 5

How did CC(=O)c1cccc(NC(=O)CN(c2ccccc2)S(C)(=O)=O)c1 do in these assays?
TbREL1 inh: 2

How did COc1ccc(-n2c(SCC(=O)NN=Cc3c(O)ccc4ccccc34)nnc2-c2ccc(C(C)(C)C)cc2)cc1 do in these assays?
TbREL1 inh: -1

How did Nc1cc(-c2ccc(Cl)cc2)nn1S(=O)(=O)c1ccccc1 do in these assays?
TbREL1 inh: 0

How did COC(=O)C1CN(Cc2ccccc2)CCS(=O)(=O)N1Cc1cn(Cc2ccccc2Br)nn1 (stereo unspecified) do in these assays?
TbREL1 inh: -3

Results for CN(Cc1cn(Cc2ccc(Cl)cc2)nn1)C1CN(Cc2cn(Cc3ccc(Cl)cc3)nn2)S(=O)(=O)C1 (stereo unspecified) ?
TbREL1 inh: 1

Results for COc1ccc(OC)c(S(=O)(=O)N2CCc3ccccc3C2)c1 ?
TbREL1 inh: 2

How did COc1ccc(CCNC2=NCCS2)cc1 do in these assays?
TbREL1 inh: 2

How did CC(C)(C)NC(=O)CSc1nc2ccccc2c(=O)[nH]1 do in these assays?
TbREL1 inh: 0

How did CN(CC(=O)Nc1ccc(N2CCOCC2)cc1)CC(=O)Nc1ccccc1C#N do in these assays?
TbREL1 inh: -3

Results for COc1ccc(C)cc1NC(=O)CN1C(=O)CSc2ccc(S(=O)(=O)N3CCCC3)cc21 ?
TbREL1 inh: -1

What do the screens show for `O=C(COc1ccc(F)cc1)NCC1CCCO1` (stereo unspecified)?
TbREL1 inh: -1

How did O=C(CSc1nnc2ccc(-c3ccc(F)cc3)nn12)N1CCOCC1 do in these assays?
TbREL1 inh: 0

Results for Cc1ccccc1S(=O)(=O)Cc1ccc(C(=O)N2CCN(c3cccc(C)c3C)CC2)o1 ?
TbREL1 inh: -2

How did C/C=C\C(=O)Nc1cccc(C2=NOC3(C2)C[C@@H](C(N)=O)N(C(=O)COc2ccc(Cl)cc2)C3)c1 (stereo partly specified) do in these assays?
TbREL1 inh: -1

How did COc1cccc(C2=NOC(C(=O)NCc3ccco3)C2)c1 (stereo unspecified) do in these assays?
TbREL1 inh: 1

Two compounds drawn at random from the list so far, as already listed:
How did CC(C)(C)NC(=O)CSc1nc2ccccc2c(=O)[nH]1 do in these assays?
TbREL1 inh: 0

How did CN(CC(=O)Nc1ccc(N2CCOCC2)cc1)CC(=O)Nc1ccccc1C#N do in these assays?
TbREL1 inh: -3

More compounds.
How did COc1ccc(-c2ccc(C(=O)Nc3cccc(NS(C)(=O)=O)c3)c3occc23)c(C)c1 do in these assays?
TbREL1 inh: -1

How did O=C(c1ccccc1)c1cc([N+](=O)[O-])ccc1N1CCCC1 do in these assays?
TbREL1 inh: 2

Results for CNC[C@H]1OCCCC[C@H](C)Oc2ccc(NC(=O)CCCN(C)C)cc2C(=O)N([C@H](C)CO)C[C@@H]1C ?
TbREL1 inh: 10

What do the screens show for `CCN(CC)S(=O)(=O)c1ccc(C)c(C)c1`?
TbREL1 inh: -2

How did Cc1nn(C)c(C)c1NC(=O)c1ccc(Br)o1 do in these assays?
TbREL1 inh: 0

What do the screens show for `CCOC(=O)N1CCN(CC(O)COc2ccccc2C(C)C)CC1` (stereo unspecified)?
TbREL1 inh: -1

Results for Cc1nn(Cc2c(F)c(F)c(F)c(F)c2F)c(C)c1NC(=O)c1c(-c2ccccc2)nn(-c2ccccc2)c1C ?
TbREL1 inh: 2

Results for CC1(C)Cc2c(C#N)c(SCCOc3ccccc3)nc(N3CCOCC3)c2CO1 ?
TbREL1 inh: -1

How did Cc1cccc(C)c1NC(=O)COc1cccc(/C=N/NC(=O)C(=O)NCc2ccccc2)c1 do in these assays?
TbREL1 inh: -2

What do the screens show for `COc1ccc(/C=N/NC(=S)Nc2ccccc2)cc1`?
TbREL1 inh: -6

Results for COc1cc(/C=C(\C#N)C(=O)Nc2cccc(C(=O)O)c2)ccc1OCc1ccc(F)cc1 ?
TbREL1 inh: -1

What do the screens show for `CC(C)(C)CN1CCN(Cc2cc3ccccc3[nH]2)CC1CCO` (stereo unspecified)?
TbREL1 inh: 0

Results for CC(=O)N1N=C(c2ccccc2)CC1c1cn(C)c2ccccc12 (stereo unspecified) ?
TbREL1 inh: -2

How did C=CCOc1ccc2oc(=O)cc(C)c2c1 do in these assays?
TbREL1 inh: 2

Results for CCn1c(-c2cccc(Br)c2)n[nH]c1=S ?
TbREL1 inh: 4

What do the screens show for `O=C(NC(=S)NNC(=O)c1ccco1)c1ccccc1`?
TbREL1 inh: -7

How did COc1ccccc1N1CCN(C(=O)c2ccc(N3CCCC3=O)cc2)CC1 do in these assays?
TbREL1 inh: 5

What do the screens show for `NS(=O)(=O)c1ccc(CCNC(=O)COC(=O)C2COc3ccccc3O2)cc1` (stereo unspecified)?
TbREL1 inh: -1

What do the screens show for `Cc1ccccc1-c1cc(C(=O)NCc2cccs2)nn1CC1CC(c2cccc([N+](=O)[O-])c2)=NO1` (stereo unspecified)?
TbREL1 inh: 4

Results for CCC(C)NC(=S)Nc1ccccc1OC (stereo unspecified) ?
TbREL1 inh: 2

What do the screens show for `CNc1cccc(-c2ccc(C(=O)N3CCOCC3)cc2)n1`?
TbREL1 inh: -2

How did COc1ccc(F)cc1S(=O)(=O)NC1CCCCCC1 do in these assays?
TbREL1 inh: 1

Results for CC(C)C1C(=O)N(Cc2cn(Cc3ccco3)nn2)CCS(=O)(=O)N1Cc1ccc(-c2ccc(F)cc2)cc1 (stereo unspecified) ?
TbREL1 inh: -4

Results for COC(=O)C1=C(C(=O)OC)[C@@H]2N(Cc3ccccc3)c3ccccc3[C@@]23C[C@@H](C(=O)OC)N(C(C)=O)C3=N1 ?
TbREL1 inh: -2

Results for C[C@@H]1CN([C@H](C)CO)C(=O)CCCn2nncc2CO[C@H]1CN(C)C(=O)c1cc(-c2ccccc2)on1 ?
TbREL1 inh: 3

What do the screens show for `COc1cc(OC)c(C(=O)OCC(=O)N2CCN(S(=O)(=O)c3ccc(C)cc3C)CC2)cc1OC`?
TbREL1 inh: -3

Results for COc1ccc(S(=O)(=O)N2CCCCC2)cc1NC(=O)CCCOc1ccc(C)cc1 ?
TbREL1 inh: -1

Results for CCN(C(=O)COC(=O)c1ccccc1Oc1ccccc1)c1c(N)n(Cc2ccccc2)c(=O)[nH]c1=O ?
TbREL1 inh: -1

Results for CC(O)CNc1nc2ccccc2n1-c1ncnc2sc3c(c12)CCC3 (stereo unspecified) ?
TbREL1 inh: 2

How did O=C1C=C(NNC(=O)c2cccnc2)CC(c2ccco2)C1 (stereo unspecified) do in these assays?
TbREL1 inh: 8

How did CCCN1CCCCC(NC(=O)c2ccccc2C)C1=O (stereo unspecified) do in these assays?
TbREL1 inh: 1

Results for Cc1ccc(C(=O)NC2CCCCN(C)C2=O)cc1 (stereo unspecified) ?
TbREL1 inh: 3

How did CC(C)(C)c1nc2cc(Cl)c([N+](=O)[O-])cc2o1 do in these assays?
TbREL1 inh: 5

How did CSc1cccc(NC(=O)c2nnn(Cc3ccccc3)c2N)c1 do in these assays?
TbREL1 inh: 3

What do the screens show for `O=C1c2cccc3cccc(c23)C(=O)N1CC1CCN(S(=O)(=O)c2ccccc2)CC1`?
TbREL1 inh: 2

Results for COC(=O)c1cccc(CSc2nnc(-c3ccco3)n2-c2ccccc2)c1 ?
TbREL1 inh: -2

How did CCCCN(CCCC)Cc1cc2ccccc2c2c1COC2 do in these assays?
TbREL1 inh: -1

What do the screens show for `Cc1ccc(NC(=O)[C@H]2CC(=O)O[C@@H]2c2ccccc2)c(C)c1`?
TbREL1 inh: 2

Results for COc1cccc(OCCN2CCN(c3ncnc4c3cnn4-c3ccccc3)CC2)c1 ?
TbREL1 inh: 4

Results for CC(=O)c1ccc(N(C(=O)CNC(=O)c2ccco2)C(C(=O)NC2CCCC2)c2ccc(C)o2)cc1 (stereo unspecified) ?
TbREL1 inh: -1

What do the screens show for `Cc1cccc(NC(=O)c2ccc(C(=O)c3ccccc3)o2)c1`?
TbREL1 inh: 2

Results for CN(Cc1ccccc1)C(=O)c1cccc(NC(=O)Cc2ccc(NC(=O)C3CCN(C(=O)C4CC4)CC3)cc2)c1 ?
TbREL1 inh: 0

How did O=C(COC(=O)/C=C/c1ccc(Cl)cc1Cl)NCCC1=CCCCC1 do in these assays?
TbREL1 inh: 1

What do the screens show for `CC(C)CC(COCc1cccc(C(F)(F)F)c1)N1CCN(C(=O)c2cccc(C(F)(F)F)c2)CCC1=O` (stereo unspecified)?
TbREL1 inh: 0

Results for Cn1cc(CC(=O)NCCCN2CCCC2)c2ccccc21 ?
TbREL1 inh: -3

What do the screens show for `COc1ccc(CCN2CC(C(=O)N(C)CC(=O)Nc3ccc(F)c(F)c3F)CC2=O)cc1OC` (stereo unspecified)?
TbREL1 inh: 2

How did Cc1ccc(CC2SC(N)=NC2=O)cc1 (stereo unspecified) do in these assays?
TbREL1 inh: 5

How did O=C(Nc1nc2c(s1)CN(Cc1ccccc1)CC2)C1CCCC1 do in these assays?
TbREL1 inh: 3

What do the screens show for `CC(=O)Nc1ccc(-c2csc(NNC(=O)c3ccccc3)n2)cc1`?
TbREL1 inh: 1

What do the screens show for `Cc1ccc(SCCN2CCC(C(C)(C)C)CCC2=O)cc1` (stereo unspecified)?
TbREL1 inh: 0

Results for Cc1nc2ccc(NC(=O)c3ccc([N+](=O)[O-])cc3[N+](=O)[O-])cc2s1 ?
TbREL1 inh: 5

Results for O=C(c1cccc(NS(=O)(=O)c2ccccc2)c1)N1CCCC1 ?
TbREL1 inh: 3

Results for CN1CCN(CCCCOc2ccccc2C=O)CC1 ?
TbREL1 inh: 4

Results for CCCC/C=C1/[C@H](c2ccccc2)N(C)C2=N[C@@H](c3ccccc3)CC(=O)N21 ?
TbREL1 inh: 0

What do the screens show for `O=C(CCCOc1ccccc1)OCn1nnc2ccccc2c1=O`?
TbREL1 inh: -1

How did O=c1c2c(nc3nc(NCc4cccc5ccccc45)[nH]n13)CCC2 do in these assays?
TbREL1 inh: 3

What do the screens show for `CC(C)(C)NC(=O)CN(C(=O)C(=O)Nc1ccc2c(c1)OCCO2)C(C)(C)C`?
TbREL1 inh: -2

What do the screens show for `COc1ccc(S(=O)(=O)N(C)C)cc1NC(=O)c1ccc2c(c1)OCCO2`?
TbREL1 inh: 0

What do the screens show for `CN1CCC(N[C@@H](Cc2ccccc2)C(=O)NCC(c2ccccc2)c2ccccc2)(C(=O)NC2CCCCC2)CC1`?
TbREL1 inh: 13*

What do the screens show for `C=CCSc1nnnn1-c1ccc(OC)cc1`?
TbREL1 inh: 4

What do the screens show for `C=C(C)CN1CCN(c2ccc(N3C(=O)CCCC3=O)cc2[N+](=O)[O-])CC1`?
TbREL1 inh: 0

What do the screens show for `O=[N+]([O-])c1ccc(/C=N/n2c(-c3cccnc3)n[nH]c2=S)cc1`?
TbREL1 inh: 0

What do the screens show for `CCCN(CCC)c1nc(Cl)nc(NCCN2CCOCC2)n1`?
TbREL1 inh: 5

Results for CN(C)C(=O)c1c2c(nc3ccccc13)-c1ccccc1CC2 ?
TbREL1 inh: -1

What do the screens show for `Nc1scc(-c2ccncc2)c1Cl`?
TbREL1 inh: 6

Results for CC1CCN(S(=O)(=O)N2CCC(C(=O)NC3CCCC3)CC2)CC1 ?
TbREL1 inh: 0

What do the screens show for `COc1ccc(C2CC(c3cccc(C)c3)n3ncnc3N2)cc1` (stereo unspecified)?
TbREL1 inh: 4

By substructure: the compounds so far containing a Cl atom.
How did CC(C)CC1NC(=O)c2cc(Cl)ccc2-n2c1nc1ccccc1c2=O (stereo unspecified) do in these assays?
TbREL1 inh: -2

What do the screens show for `O=C(O)c1nn(-c2ccc(Cl)cc2)ccc1=O`?
TbREL1 inh: 5

Results for O=C(CSc1nnnn1-c1ccc(O)cc1)Nc1ccc(N2CCOCC2)c(Cl)c1 ?
TbREL1 inh: -3

How did Nc1cc(-c2ccc(Cl)cc2)nn1S(=O)(=O)c1ccccc1 do in these assays?
TbREL1 inh: 0

Results for CN(Cc1cn(Cc2ccc(Cl)cc2)nn1)C1CN(Cc2cn(Cc3ccc(Cl)cc3)nn2)S(=O)(=O)C1 (stereo unspecified) ?
TbREL1 inh: 1

How did C/C=C\C(=O)Nc1cccc(C2=NOC3(C2)C[C@@H](C(N)=O)N(C(=O)COc2ccc(Cl)cc2)C3)c1 (stereo partly specified) do in these assays?
TbREL1 inh: -1

How did CC(C)(C)c1nc2cc(Cl)c([N+](=O)[O-])cc2o1 do in these assays?
TbREL1 inh: 5

How did O=C(COC(=O)/C=C/c1ccc(Cl)cc1Cl)NCCC1=CCCCC1 do in these assays?
TbREL1 inh: 1

What do the screens show for `CCCN(CCC)c1nc(Cl)nc(NCCN2CCOCC2)n1`?
TbREL1 inh: 5

What do the screens show for `Nc1scc(-c2ccncc2)c1Cl`?
TbREL1 inh: 6

Screening data deposited in PubChem by The Scripps Research Institute Molecular Screening Center.

The list is partial; count on the stated rates, not on these rows.
